Compound activity deposited in PubChem by National Center for Advancing Translational Sciences (NCATS).
Mito fusion act = inhibitors of mitochondrial division or activators of mitochondrial fusion | S. cerevisiae fusion-defective mutant growth rescue, CellTiterGlo 48 h | AID 485298 | Potency, µM (highest dose often 46.1 µM), for inactives: at the highest dose growth rescue (activation), hits mostly activators | hit rate 0.23% among 320,000;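 further: potency means the concentration at half of the fitted maximal effect; % of control where 0% means no effect; nearly all actives have a fitted effect of over 45% in size; temperature-sensitive fusion mutants such as fzo1-1 at 37 °C on non-fermentable ethanol glycerol medium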
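Yeast fusion mutant, YPEG (non-fermentable carbon), compound, 48 h at 37C non-permissive; CellTiterGlo added, 10 min RT, luminescence read. Rescued growth = division inhibition.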
GALK inhibitor = inhibitors of human galactokinase. P51570. Purified GALK, Kinase-Glo residual ATP luminescence. hit rate 0.007% among 270,000. AID 1868. Potency, µM (series often up to 57.5 µM), for inactives: at the top dose activity change, negative = inhibition, actives largely listed as inhibitors; further: potency means the concentration at half of the fitted maximal effect; on the % scale 0 is the no-effect control and ±100 the full control effect
Target sequence (P51570 whole entry, looked up): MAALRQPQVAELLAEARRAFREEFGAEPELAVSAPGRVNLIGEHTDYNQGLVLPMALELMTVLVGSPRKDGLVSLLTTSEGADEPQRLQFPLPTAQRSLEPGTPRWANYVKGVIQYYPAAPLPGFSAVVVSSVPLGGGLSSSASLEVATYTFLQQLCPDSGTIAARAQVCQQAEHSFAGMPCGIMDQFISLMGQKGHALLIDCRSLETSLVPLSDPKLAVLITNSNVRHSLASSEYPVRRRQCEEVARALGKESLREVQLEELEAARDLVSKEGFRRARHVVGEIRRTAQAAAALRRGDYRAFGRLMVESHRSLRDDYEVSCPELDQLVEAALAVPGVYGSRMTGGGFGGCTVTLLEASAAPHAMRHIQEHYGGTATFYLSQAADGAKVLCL
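5 nM enzyme, 35 uM ATP, 100 uM galactose, 20 mM HEPES pH8.0, 5 mM MgCl2; 1 h RT; residual ATP by Kinase-Glo Plus luminescence, qHTS format.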
Menin MLL FP TR = inhibitors of human menin-MLL interaction, mutant MLL peptide; hit rate 0.23% among 270,000; AID 1768; Potency, µM (top dose mostly 61.6 µM), for inactives: at the top dose FP activity change, negative = inhibition, actives largely listed as inhibitors; Menin + Texas Red MLL mutant peptide, fluorescence polarization; O00255; active means well fitted inhibition curve with a large enough effect in the polarisation, with a control signal flat, not every such curve was filed as active; inconclusive means small, poorly fitted or top-dose-only effect, or effect the other way, or a change in a side signal; inactive means no such curve, though single readings can be large or run the other way; the % refers to the polarisation; further: potency means the concentration at half of the fitted maximal effect; % of control where 0% means no effect; many of its hits are not listed in these tables
PKM2 act = PKM2 (human) enzyme activation; purified PKM2, Kinase-Glo ATP luminescence, activation; response scale: 0% is enzyme alone, no compound; hit rate 0.34% among 260,000; P14618; Potency, µM (top dose mostly 57.5 µM), for inactives: at the highest dose activation, usual class: activators; further: potency means the concentration at half of the fitted maximal effect; on the % scale 0 is the no-effect control and ±100 the full control effect; nearly all actives have a fitted effect of over 55% in size
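Purified hPK-M2 (>95%) run at intermediate activity with 0.1 mM ADP and 0.5 mM PEP in 50 mM imidazole pH 7.2, KCl, MgCl2; 1 h room temperature. ATP formed read by Kinase-Glo luminescence; normalized to uninhibited and no-enzyme controls.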
ASM inhibitor = human S-ASM enzyme inhibition | P17405 | placental ASM, HMU-PC fluorogenic substrate, 60 min | Potency, µM (highest dose often 57.5 µM), without a hit: at the highest dose activity change, negative = inhibition, usual class: inhibitors | hit rate 0.006% among 340,000; further: potency means the concentration at half of the fitted maximal effect
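Fluorescence read-out (Ex 386 nm, Em 447 nm) after stopping the reaction at pH 10. Enzyme: ASM from human placenta; substrate HMU-PC0, 9 uM final; 60 min, 37 °C. Compound preincubation 10 min, ambient temperature.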
Eya2 phos inh = blocks the phosphatase activity of human Eya2; recombinant Eya2, OMFP fluorescence dephosphorylation (OMFP is methylfluorescein phosphate); Potency, µM (top dose mostly 76.9 µM), without a hit: at the highest dose activity, negative = inhibition, actives largely listed as inhibitors; hit rate 0.006% among 330,000; AID 488837; further: potency means the concentration at half of the fitted maximal effect; on the % scale 0 is the no-effect control and ±100 the full control effect
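Eya2 protein (added as 0.2 uM solution) was preincubated with compound for 10 min at ambient temperature in 50 mM HEPES pH 7.5, 50 mM NaCl, 5 uM MgCl2, 0.05% BSA, 1 mM DTT. OMFP (added at 50 uM) then reacted 10 min; fluorescence read at 485/525 nm.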
USP2a block = blocks human ubiquitin-specific protease USP2a; O75604; USP2 core, Ub-CHOP2 coupled fluorogenic reporter, 485/531; Potency, µM (highest dose often 38.3 µM), inactives show top-dose activity change, negative = inhibition, most hits filed as inhibitors; hit rate 0.01% among 330,000; AID 463254;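 further: potency means the concentration at half of the fitted maximal effect; plate controls were DMSO wells for no effect and full inhibition by NEM control for full effect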
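Deubiquitinase activity read as fluorescence (485/531 nm) after Ub-CHOP2 cleavage activates the enterokinase reporter on its substrate; USP2 core 10nM, Ub-CHOP2 and substrate 25nM each, 30min compound preincubation then 60min RT; data normalized to NEM, curves fitted.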
KCNH2 WT inh = inhibitors of human wildtype KCNH2 potassium channel. U2OS, BacMam KCNH2, thallium flux FluxOr; active compounds read low. activity change, % at 1.84 µM. hit rate 0.37% among 340,000;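 active means maximum activity change below -70%; inconclusive means maximum activity change between -70% and -50%; inactive means maximum activity change above -50%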; further: on the % scale 0 is the no-effect control and ±100 the full control effect
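U2OS cells were transduced with wild-type KCNH2 virus (2.03 x 10^8 / mL) for 4 h at room temperature, then cultured overnight at 37 C. Thallium flux was read with FluxOr dye. Rate constants were normalized to DMSO controls.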
BCR signal inh = inhibitors of chronic active B-cell receptor signaling; Potency, µM (doses to about 46.1 µM), for inactives: at the highest dose ratio change, negative = lower green/red ratio, hits mostly inhibitors; hit rate 0.05% among 340,000; ABC-DLBCL IkBa-CBG/CBR reporter, luminescence ratio, 4 h; active means well fitted inhibition curve with a large enough effect in the signal ratio, with a control signal flat, not every such curve was filed as active; inconclusive means small, poorly fitted or top-dose-only effect, or effect the other way, or a change in a side signal; the % refers to the signal ratio;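 further: potency means the concentration at half of the fitted maximal effect; plate controls were basal doxycycline-induced cells for no effect and cells given 10 µM MG132 for full effect; MG132 reads +100%, hits lower the ratio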
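Compounds up to 46 uM were incubated four hours with TMD8 cells whose green CBG68 luciferase is fused to IkappaBalpha; red CBR luminescence normalised the signal, and concentration-effect curves were fitted to fusion, red and ratio data.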
TSHR antag = human thyrotropin receptor antagonism | AID 504810 | activity change, negative = inhibition, % at 11.5 µM | TSHR-expressing cells, TSH-stimulated cAMP HTRF, 2 h; active compounds read low | hit rate 0.2% among 330,000;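 active means activity change below a set negative limit, meaning inhibition stronger than a set level, cut at about -70% in these data; inconclusive means activity change between two set negative limits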; further: on the % scale 0 is the no-effect control and ±100 the full control effect
Target sequence (P16473 whole entry, looked up): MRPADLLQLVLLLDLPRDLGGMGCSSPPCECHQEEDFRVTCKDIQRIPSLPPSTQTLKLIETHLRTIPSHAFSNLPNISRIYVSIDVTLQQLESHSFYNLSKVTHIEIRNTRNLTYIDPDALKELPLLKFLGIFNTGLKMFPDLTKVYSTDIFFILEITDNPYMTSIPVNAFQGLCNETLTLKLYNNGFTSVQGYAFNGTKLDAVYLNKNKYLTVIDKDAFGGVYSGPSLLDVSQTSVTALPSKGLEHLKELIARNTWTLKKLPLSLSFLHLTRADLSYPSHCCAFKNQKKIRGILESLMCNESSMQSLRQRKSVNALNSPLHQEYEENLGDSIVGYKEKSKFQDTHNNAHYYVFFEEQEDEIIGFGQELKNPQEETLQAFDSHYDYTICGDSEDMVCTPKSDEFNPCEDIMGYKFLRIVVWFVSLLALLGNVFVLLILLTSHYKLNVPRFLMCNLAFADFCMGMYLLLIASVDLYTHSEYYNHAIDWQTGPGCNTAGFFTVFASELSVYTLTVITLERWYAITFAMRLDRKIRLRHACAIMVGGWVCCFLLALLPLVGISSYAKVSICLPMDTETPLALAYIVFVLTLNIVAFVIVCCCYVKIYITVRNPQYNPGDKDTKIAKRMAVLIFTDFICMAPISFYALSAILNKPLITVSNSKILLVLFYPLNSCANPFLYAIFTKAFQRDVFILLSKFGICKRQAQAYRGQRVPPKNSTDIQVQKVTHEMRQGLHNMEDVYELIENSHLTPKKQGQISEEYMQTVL
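Freshly harvested TSHR cells receive pin-tooled compound, then EC80 TSH at 4nM final. After 2 hours at 37 deg C, antibody in lysis buffer and cAMP-d2 are added; 30 minutes at ambient temperature precede the HTRF read.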
MBNL1-CUG inh = inhibitors of human MBNL1 binding to CUG repeat RNA; hit rate 0.036% among 280,000; TR-FRET MBNL1-His/biotin-(CUG)12 binding, 665/545 ratio; Q9NR56; Potency, µM (series often up to 57.5 µM), for the others: top-dose activity change, negative = inhibition, actives largely listed as inhibitors; active means well fitted inhibition curve with a large enough effect in the signal ratio, with a control signal flat, not every such curve was filed as active; inconclusive means small, poorly fitted or top-dose-only effect, or effect the other way, or a change in a side signal; inactive means no such curve, though single readings can be large or run the other way; the % refers to the signal ratio; further: potency means the concentration at half of the fitted maximal effect; on the % scale 0 is the no-effect control and ±100 the full control effect
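His-tagged MBNL1 binding to biotinylated (CUG)12 RNA was measured by TR-FRET using terbium anti-His antibody (0.055 ng/ul final) and streptavidin-XL665 (5 nM final). Compounds were titrated 92 nM to 58 uM; 60 min at room temperature.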
* = called active by the depositor; i = inactive; ? = inconclusive; / = no result given; & = joins results of further samples; [ ] = another dose, or the depositor's remark. Unless noted, the call rests on the fitted dose curve; in most records, active means well fitted curve in the direction sought with a large enough effect; inconclusive means small, poorly fitted or top-dose-only effect, or another doubt; inactive means no such curve, though single readings can be large; an effect the other way counts as inactive or inconclusive.

SMILES | Mito fusion act | GALK inhibitor | Menin MLL FP TR | PKM2 act | ASM inhibitor | Eya2 phos inh | USP2a block | KCNH2 WT inh | BCR signal inh | TSHR antag | MBNL1-CUG inh
CC(OC(=O)c1ccc(Cl)c([N+](=O)[O-])c1)C(=O)N1CCN(Cc2ccccc2)CC1 (stereo not drawn) | -2% | / | / | / | -6% | 11% | 4% | 10 | ? | -42 | /
Cc1cccc2sc(N(CCCN(C)C)C(=O)c3cc4ccccc4oc3=O)nc12 | -6% | 0% | -13% | 2% | -1% | -6% | -1% | 25 | ? | 0 | 9%
Cc1ccc(Cl)cc1N(CC(=O)NC(C)c1ccccc1)S(C)(=O)=O (stereo not drawn) | 2% | -1% | 16% | -2% | -1% | 2% | -1% | 16 | 0% | -7 | 0%
Cc1cccc(N2N=C(C(=O)Nc3ccc(Cl)c(S(=O)(=O)N4CCOCC4)c3)CCC2=O)c1 | -5% | / | / | / | 0% | -14% | 1% | 5 | ? | -10 | /
O=c1[nH]c(=S)[nH]c2sccc12 | -3% | -6% | ? | -1% | 8% | 0% | 2% | -34 | 10% | 2 | /
O=c1c2c(-c3ccccc3)ccnc2[nH]n1-c1ccccc1 | -2% | -6% | 7% | -4% | -1% | 2% | 1% | 4 | ? | 7 | ?
Cc1ccc(S(=O)(=O)Nc2ccccc2F)cc1C(=O)NNC(=O)c1ccccc1O | 5% | / | / | / | -3% | -1% | 1% | -12 | -16% | -8 | /
CCOc1ccc(S(=O)(=O)NCCC(=O)N2CCN(c3ccc(OC)cc3)CC2)cc1 | 0% | 0% | -9% | 8% | 6% | ? | 2% | 1 | -7% | -6 | -6%
C1=Cc2ccccc2Nc2ccccc21 | -2% | 0% | / | -4% | -6% | -5% | 3% | -9 | -3% | -7 | 13%
CN(Cc1c(C(=O)N(C)Cc2ccccc2)nc2ccccn12)CC1Cc2ccccc2O1 (stereo not drawn) | 15% | 5% | -18% | -6% | 1% | -11% | -3% | 11 | ? | -39 | 12%
CCn1c(=O)cc(OCC(=O)NCc2cccnc2)c2ccccc21 | 1% | 1% | -1% | 6% | 1% | 1% | 0% | -38 | ? | 12 | -13%
COc1cccc(-n2c(C)nc3c(cnn3-c3ccc(C)cc3)c2=O)c1 | -2% | 1% | -6% | 0% | 2% | -3% | 1% | -9 | -5% | -16 | 8%
Fc1ccc(Oc2nc(-c3ccccc3)nnc2C(F)(F)F)cc1 | 0% | -1% | -7% | -8% | -8% | -8% | 0% | -8 | 0% | 1 | -16%
CN(Cc1cccc(Cl)c1Cl)C(=O)c1ccc(NC(=O)CC#N)cc1 | -2% | 0% | -28% | 8% | -2% | 6% | 0% | 0 | 17% | -8 | ?
COc1ccc(-c2nnc(SCC(=O)Nc3ncc(C)s3)n2-c2ccccc2)cc1OC | 0% | 2% | -21% | -3% | -3% | 38%[15.4 µM] | 1% | -22 | ? | -7 | 4%
COCCn1c(Cc2ccccc2)nnc1SCc1ccc([N+](=O)[O-])cc1 | 5% | 0% | -4% | 10% | -2% | -3% | 4% | -2 | 3% | 19 | 24%
COc1ccc(CCN2C(=O)C(C)=C(C)C2=O)cc1OC | -2% | 0% | 1% | 1% | -2% | -10% | 2% | 2 | -6% | -1 | ?
COc1ccc(NC(C)=O)cc1NC(=O)C1CCCN1C(=O)c1cccs1 (stereo not drawn) | 1% | / | / | / | 0% | -21% | 2% | -3 | -3% | 1 | /
CCOc1ccc(N(C)S(=O)(=O)c2csc(C(N)=O)c2)cc1 | -4% | / | 26% | / | 10% | -17% | 0% | -8 | -1% | -10 | -2%
C[C@H](CO)N1C[C@H](C)[C@@H](CN(C)C(=O)NC2CCCCC2)Oc2ccc(NC(=O)Nc3ccccc3)cc2C1=O | / | / | / | / | 1% | 4% | 3% | -4 | 1% | -3 | /
O=C(CCCC1=NS(=O)(=O)c2ccccc2N1)N1CCN(c2ccc(Cl)cc2)CC1 | -3% | / | -2% | 0% | -13% | 4% | 0% | 22 | -3% | -6 | 8%
COc1cccc(OCc2cc(C(=O)N(C)Cc3nc(C)cs3)no2)c1 | 1% | -1% | / | 1% | / | -11% | 1% | -3 | 7% | -7 | -4%
COCCNC(=O)c1c(N)n(-c2cccc(C)c2)c2nc3ccccc3nc12 | -15% | -1% | -1% | -6% | i | -11% | -21% | 5 | ? | 21 | ?
C[C@H](CO)N1C[C@H](C)[C@@H](CN(C)Cc2ccccc2)Oc2ccc(NC(=O)Cn3cnnn3)cc2C1=O | / | / | / | / | 3% | 5% | -2% | 6 | ? | 15 | /
Cc1[nH]nc2c1C(c1ccsc1)C(C#N)=C(N)O2 (stereo not drawn) | -7% | 0% | 4% | 1% | 4% | 5% | 0% | -5 | ? | 8 | 2%
COC(=O)c1cccc(NC(=O)CSc2nc(=O)cc(N)n2-c2ccccc2)c1 | -4% | 3% | 8% | -1% | -1% | -4% | -1% | 4 | 8% | 28 | -21%
NNC(=O)C(Cc1cnc[nH]1)NC(=O)OCc1ccccc1 (stereo not drawn) | -4% | / | 3% | / | 2% | 9% | -2% | 3 | ? | 0 | -1%
CC(=O)Nc1cccc(NCC(=O)Nc2cc(S(=O)(=O)N3CCCCC3)ccc2Cl)c1 | / | / | / | / | 0% | 2% | 2% | 1 | ? | -12 | /
O=C(Cn1ncc2c1-c1ccccc1OC2)N1CCN(Cc2ccc3c(c2)OCO3)CC1 | 1% | 0% | -12% | 18% | 4% | -9% | -1% | 12 | ? | -6 | -3%
CCCCNC(=O)C1CCC(CNS(=O)(=O)c2ccc(NC(C)=O)cc2)CC1 (stereo not drawn) | -18% | / | 1% | -5% | 0% | 7% | -3% | 6 | -6%&0% | 3 | 0%[11.5 µM]
Cc1cc(C(=O)OCC(=O)N2CCOCC2)c(C)n1-c1ccccc1 | / | / | / | / | 1% | -9% | 8% | -8 | -13% | / | /
O=C1CCSc2ccc(Cl)cc2N1Cc1ccc(Cl)cc1 | 2% | 1% | -1% | -1% | ? | 17% | 4% | 4 | 0% | -11 | 1%
CC(C)(C)NC(=O)NC(=O)COC(=O)CCC1CCCCC1 | -3% | -1% | ? | -8% | -2% | -28% | -2% | 4 | 12% | 5 | -7%
COc1ccc(C2C(C#N)=C(N)Oc3cc(O)ccc32)cc1C (stereo not drawn) | 1% | -2% | 10% | 0% | 8% | 14% | -1% | 3 | 4% | -10 | 2%
CCC(=Nc1ccccc1O)C1=C(O)CC(c2ccccc2)CC1=O (stereo not drawn) | -12% | -4% | / | -3% | -6% | ? | 3% | 2 | ? | -7 | 0%
Cc1ccc(-c2cc(C(=O)NCC(c3ccccc3)N(C)C)c3ccccc3n2)o1 (stereo not drawn) | / | / | / | / | / | 4% | -1% | 1 | 1% | -9 | /
CCOc1ccccc1NC(=O)N1CCC(c2nc3ccc(C)cc3[nH]2)CC1 | -5% | -1% | -1% | 0% | -1% | 4% | 1% | 8 | 0% | -14 | 1%
CCCN1CCN(C(c2cc3cc(OCC)ccc3[nH]c2=O)c2nnnn2C2CCCCC2)CC1 (stereo not drawn) | 4% | 4% | -14% | 12% | 186%[activator] | -12% | 2% | 40 | ? | -4 | 8%
Cc1ccc(S(=O)(=O)Nc2cc(C(=O)Nc3cc(C)cc(C)c3)ccc2Cl)cc1 | 27% | 0% | -10% | 1% | -5% | / | / | -5 | / | / | 3%
CC(NC(=O)CSc1nnc(COc2ccccc2)o1)c1ccccc1 (stereo not drawn) | -2% | 3% | 3% | -3% | 0% | -4% | 0% | 0 | ? | -1 | -4%
COC(=O)c1cnc(Oc2ccc(NC(=O)NC(=O)c3ccccc3Cl)cc2)cc1C(F)(F)F | -2% | -1% | / | -1% | -1% | -19% | -1% | 5 | -3% | -6 | -3%
COc1ccccc1NS(=O)(=O)c1cc(N)ccc1N1CCOCC1 | / | / | / | / | 2% | -7% | 3% | -9 | 0% | -22 | /
O=Cc1ccccc1OCc1ccc2c(c1)OCO2 | -7% | 13% | -1% | -19%[11.5 µM] | 4% | ? | -3% | -9 | ? | 9 | -4%
CSc1ccc(S(=O)(=O)Nc2ccc3c(c2)NC(=O)CC3)cc1 | -5% | 0% | 1% | / | 1% | 3% | -2% | -1 | -5% | -2 | -5%

A portion of the library; count on the stated rates, not on these rows.
